# CD40 NFkB inh: CD40 pathway inhibition in BL2 cells | BL2 NF-kB luciferase reporter, CD40L-induced, 4 h | inhibition, % at 10 µM | actives 0.94% (n = 83,000) | AID 1053188;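 active = mean inhibition of at least 50% with a set share of replicates also reaching that level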;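 also: 0% = neutral control wells and 100% = IKK inhibitor VII at 50 µM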
# The depositor's hits bear a star; & = joins results of further samples; [ ] = another dose, or the depositor's remark. This is a subset, so the mix of outcomes need not match the whole.
SMILES,CD40 NFkB inh
O=C(NCc1ccc2c(c1)OCO2)C1CC(=O)N(c2ccc(F)cc2)C1 (stereo unspecified),6
O=C(c1ccc2c(c1)OCO2)N1C[C@H]2[C@@H](c3ccccc31)[C@H](CO)N2Cc1ccccc1Cl,5[25 µM]
Cc1nn(C)c(C)c1S(=O)(=O)N1CCC(CO)(Cc2ccc(Cl)cc2)CC1,6
Cc1ccc(-n2c(Cc3cccs3)nnc2SCC(=O)Nc2ccc(F)c(F)c2)cc1,3
O=S(=O)(NCC1CCCO1)c1ccc2c(c1)OCCO2 (stereo unspecified),11
O=C(Nc1ncnc2sc3c(c12)CCC3)c1ccco1,6
CCCc1nc(N)nc2c1C(=O)CC(C)(C)C2,4
CO[C@H]1CN(C)C(=O)c2cc(NC(=O)NC3CCCCC3)ccc2OC[C@H](C)N(CC2CCOCC2)C[C@H]1C,-10[25 µM]
CC1CC(C)CN(C(=O)CN2CCN(Cc3ccc(Cl)cc3)C2=O)C1 (stereo unspecified),8
COCC(=O)N1C[C@@H]2[C@H](c3ccccc31)[C@H](CO)N2C(=O)Nc1ccccc1F,10[25 µM]
COc1ccc(-c2cccc(-c3nc(C(=O)N(C)C)cc4c3[C@@H](CCO)N([S@](=O)C(C)(C)C)C4)c2)cc1,-9[25 µM]
CN(C)C(=O)c1cccc(-c2ccccc2[C@H]2[C@H](C#N)N(C(=O)C3CCCCC3)[C@H]2CO)c1,0[25 µM]
COc1ccc(CCC(=O)NNC(=O)c2ccccn2)cc1OC,6
CC(=O)c1c(C)nc2ccc(Br)cc2c1C(=O)O,17
C[C@@H]1CN([C@H](C)CO)S(=O)(=O)c2ccc(-c3cncnc3)cc2O[C@H]1CN(C)Cc1ccncc1,-10[25 µM]
CC(=O)N1c2ccc(S(=O)(=O)N3CCCC3)cc2CC1C(=O)Nc1cc(C)cc(C)c1 (stereo unspecified),0
O=C(CNc1cccc(S(=O)(=O)N2CCOCC2)c1)N1CCc2ccccc21,-23
CCN(CC)C(=O)NC1CCCCCCC1,16
O=C(Cn1ccc([N+](=O)[O-])n1)NCc1nc2ccccc2[nH]1,-5
Cc1ccc(S(=O)(=O)NC(C)(C)CSc2nncn2C)cc1,2
O=C(CCCSc1ccccc1)Nc1ccc(Cl)c(S(=O)(=O)N2CCOCC2)c1,10
C/C(CC(=O)NC12CC3CC(CC(C3)C1)C2)=N\NC(=O)c1cnccn1,5
C[C@@H]1CCCCO[C@@H](CN(C)CC2CCCCC2)[C@@H](C)CN([C@H](C)CO)C(=O)c2cc(NC(=O)Nc3ccc(C(F)(F)F)cc3)ccc2O1,5[25 µM]
C[C@@H]1CN([C@@H](C)CO)C(=O)c2cc(NC(=O)Nc3ccc(C(F)(F)F)cc3)ccc2O[C@@H](C)CCCCO[C@@H]1CN(C)CC1CCCCC1,12[25 µM]
CC(C)NC(=O)Nc1ccc2c(c1)C(=O)N(C)C[C@@H](C)[C@@H](CN(C)S(C)(=O)=O)O2,17
NC(=O)c1sc2nc(-c3ccccc3)c3c(c2c1N)CCCC3,12
c1ccc(CN=C2CCCc3ccccc3N2)cc1,-3
CC1Cc2ccccc2N1S(=O)(=O)c1cccc(C(=O)NCCCn2ccnc2)c1 (stereo unspecified),12
Cc1noc(C)c1NC(=O)N(C)C[C@H]1OCc2ccccc2-c2c(n(C)c3ccccc23)C(=O)N([C@@H](C)CO)C[C@@H]1C,21[25 µM]
Cc1ccsc1C(=O)OCC(=O)Nc1nnc(-c2ccccc2)o1,-11
CC(Sc1nnc(NC2CC2)s1)C(=O)Nc1ccc(N2CCOCC2)cc1 (stereo unspecified),-10
Cc1ccc(C(=O)NCC(=O)OC(C)C(=O)NC2CCCc3ccccc32)cc1 (stereo unspecified),20
Cn1c(=O)c2c(nc(N3CCCCCC3)n2CC(=O)c2ccccc2)n(C)c1=O,6
CC(=O)N1N=C(c2cccs2)CC1c1ccc(C)o1 (stereo unspecified),9
O=C1CCc2cc(S(=O)(=O)N3CCCC3C(=O)NC3CCCCCCC3)ccc2N1 (stereo unspecified),10
O=C(COC(=O)c1ccccc1NC(=O)C1CC1)c1ccc2c(c1)OCCO2,17
O=C(C1CCCC1)N1CC[C@@H]2[C@H](CO)Nc3ccc(C4=CCCCC4)cc3[C@@H]21,26
c1ccc(-c2cc(NCCN3CCCCC3)c3ccccc3n2)cc1,-35
Cc1cc2n(n1)C(c1ccc(O)cc1)Nc1ccccc1-2 (stereo unspecified),-11
CC(=O)N1Cc2ccccc2CC1C(=O)OCC(=O)c1c(N)n(C)c(=O)n(C)c1=O (stereo unspecified),-1
O=C(CCN1C(=O)c2ccccc2C1=O)NCCCn1ccnc1,0
CCOC(=O)c1[nH]c(=S)[nH]c1C,3
O=C(c1ccc2c(c1)OCO2)N1CCN(S(=O)(=O)c2ccccc2)CC1,-2
O=[N+]([O-])c1ccc(NN=Cc2ccccc2O)nc1,-58
COC(=O)[C@@H](NC(=O)Nc1ccc(C(C)=O)cc1)C(C)C,-3
O=C(c1ccccc1)N1CCC(=O)N1c1ccccc1,-2
CCOc1ccccc1N1CCN(C(=O)c2c(CC)noc2C)CC1,1
O=C(Cc1ccncc1)NCC[C@@H]1CC[C@@H](NS(=O)(=O)c2ccccc2Cl)[C@@H](CO)O1,2[25 µM]
CC12CC(c3ccccc3O1)C(C(=O)N1CCOCC1)C(=O)N2 (stereo unspecified),1
Cc1cc(C)c(C)c(S(=O)(=O)N[C@@H](C)C(=O)OCC(N)=O)c1C,11
Cc1ccc(CN(c2ccc(C(=O)Nc3ccc4c(c3)OCO4)cc2)S(C)(=O)=O)cc1,6
Cc1ccc2[nH]cc(C(=O)CN3CCN(c4ccccn4)CC3)c2c1,0
COCCN1Cc2cccc(C(=O)N3CCN(c4ccccc4)CC3)c2C1=O,2
CS(=O)(=O)N1[C@H](CO)[C@H](c2ccccc2-c2ccc(F)cc2)[C@@H]1C#N,-11[25 µM]
Cc1cc(C(=O)Nc2ccc3c(c2)OCO3)cs1,-17
Cc1ccc(Cl)cc1NC(=O)N[C@@H](CC(C)C)C(=O)O,2
CCOc1ccccc1NC(=O)C(Sc1nnnn1C)c1ccccc1 (stereo unspecified),3
CC(NC(=O)C1c2ccccc2Oc2ccccc21)C1CCCO1 (stereo unspecified),13
O=C(CSc1ccccc1)Nc1cc(S(=O)(=O)N2CCOCC2)ccc1N1CCOCC1,6
CC(C)NC(=O)C1(C)CCCN1Cc1csc2ccccc12 (stereo unspecified),10

# Next entries follow.
SMILES,CD40 NFkB inh
O=C(CCNC(=O)c1ccc(Br)cc1)NNC(=O)c1ccccc1,-1
Cc1ccc2ccc(C#N)cc2c1O,6
O=C(c1ccc(N2CCN(C(=O)c3ccccc3)CC2)cc1)c1cccc(F)c1,4
COCCCNC(=O)c1ccccc1C(F)(F)F,-2
c1ccc(CCc2nn3c(Cc4ccccc4)nnc3s2)cc1,-12
CN(c1ccccc1)S(=O)(=O)c1ccc(Cl)c(C(=O)NCC(c2ccco2)N2CCCC2)c1 (stereo unspecified),1
O=C(NCCc1c[nH]c2ccccc12)C(=O)NCC1CCCO1 (stereo unspecified),-11
CC(C)c1ccc(OCC(O)CN2CCN(c3ccccc3)CC2)cc1 (stereo unspecified),12
Cc1ccc(NS(=O)(=O)c2cccc(C(=O)NNC(=O)c3ccco3)c2)c(C)c1,4
Cc1onc(-c2c(F)cccc2Cl)c1C(=O)Nc1cccc(S(=O)(=O)NCc2ccco2)c1,-3
O=C(Nc1ccccc1N1CCOCC1)c1ccc(Cl)c(S(=O)(=O)N2CCCC2)c1,-2
O=C(c1cccnc1)N1C[C@@H]2[C@H](c3ccccc31)[C@H](CO)N2C(=O)Nc1ccccc1,2
CCN(CC(=O)Nc1ccc(NC(C)=O)cc1)C(=O)CCCN1C(=O)c2ccccc2C1=O,-1
C(/C=C/c1ccccn1)=C\c1ccccc1,-74
CC1CCCCN1S(=O)(=O)CCNC(=O)c1ccccc1 (stereo unspecified),-1
Cc1ccc(-c2csc(N)n2)s1,13
COc1ccc(N2CCN(C(=S)Nc3ccc(S(N)(=O)=O)cc3)CC2)cc1,3
O=C(NNS(=O)(=O)c1ccc(F)cc1)c1cnn(-c2ccccc2)c1C(F)(F)F,0
CC(C)(C)n1c(=O)[nH]c2c(c1=O)CCC2,8
O=C(NCc1cccnc1)c1cccc(S(=O)(=O)N2CCOCC2)c1,8

# 17 compounds from above, sorted by count of non-hydrogen atoms, highest first.
SMILES,CD40 NFkB inh
CCN(CC(=O)Nc1ccc(NC(C)=O)cc1)C(=O)CCCN1C(=O)c2ccccc2C1=O,-1
O=C(CSc1ccccc1)Nc1cc(S(=O)(=O)N2CCOCC2)ccc1N1CCOCC1,6
O=C(c1cccnc1)N1C[C@@H]2[C@H](c3ccccc31)[C@H](CO)N2C(=O)Nc1ccccc1,2
O=C(Nc1ccccc1N1CCOCC1)c1ccc(Cl)c(S(=O)(=O)N2CCCC2)c1,-2
Cc1ccc(NS(=O)(=O)c2cccc(C(=O)NNC(=O)c3ccco3)c2)c(C)c1,4
COc1ccc(N2CCN(C(=S)Nc3ccc(S(N)(=O)=O)cc3)CC2)cc1,3
CCOc1ccccc1NC(=O)C(Sc1nnnn1C)c1ccccc1 (stereo unspecified),3
O=C(NCc1cccnc1)c1cccc(S(=O)(=O)N2CCOCC2)c1,8
CC(NC(=O)C1c2ccccc2Oc2ccccc21)C1CCCO1 (stereo unspecified),13
O=C(NCCc1c[nH]c2ccccc12)C(=O)NCC1CCCO1 (stereo unspecified),-11
CC(C)NC(=O)C1(C)CCCN1Cc1csc2ccccc12 (stereo unspecified),10
CC1CCCCN1S(=O)(=O)CCNC(=O)c1ccccc1 (stereo unspecified),-1
COCCCNC(=O)c1ccccc1C(F)(F)F,-2
C(/C=C/c1ccccn1)=C\c1ccccc1,-74
CC(C)(C)n1c(=O)[nH]c2c(c1=O)CCC2,8
Cc1ccc2ccc(C#N)cc2c1O,6
Cc1ccc(-c2csc(N)n2)s1,13

# Continuation.
SMILES,CD40 NFkB inh
COc1cc2c(cc1OC)CN(CC(=O)NC(=O)NCc1ccco1)CC2,-8
COc1cccc(C(=O)NCCS(=O)(=O)N2CCCC2)c1,3
COc1ccccc1CN(C)CC(=O)NC(=O)NC1CCCCC1,-6
Cc1cc(Cl)c(S(=O)(=O)N2CCCCCC2)cc1OCC(=O)NC1CCCCC1,11
CC(C)NC(=O)N1CC[C@@H]2[C@H]1c1cc(C#Cc3ccccc3)ccc1N(C)[C@@H]2CO,0[25 µM]
O=C(CN1C(=O)NC2(CCCC2)C1=O)OCc1ccc(Cl)c(Cl)c1,7
CC1CCN(c2ccccc2NC(=O)c2cc3ccccc3o2)CC1,-27
O=C(NCc1ccc(Cl)cc1)[C@@H]1CCCN1S(=O)(=O)c1ccc(Cl)cc1,0
Cc1nc(CC(=O)c2c(C)cc(O)cc2O)cs1,-3
CN(C(=O)C1CCC1C(=O)O)c1nc(-c2ccc(Cl)s2)cs1 (stereo unspecified),-7
COc1cccc(CN2C(=O)N(C(C)C)C(N(O)C(=O)NC(C)C)C2(C)C)c1OC (stereo unspecified),8
Cc1ncc([N+](=O)[O-])n1CC(=O)NC1CCCC1,-1
Cc1ccc(F)cc1C(=O)N1CCCC(C)(C(=O)NS(=O)(=O)C2CC2)C1 (stereo unspecified),-13
Cc1occc1C(=O)NCCCCNC(=O)c1ccoc1C,4
O=C(Nc1nc2ccc(S(=O)(=O)N3CCCC3)cc2s1)c1cccs1,-24
Cc1ccc(S(=O)(=O)N[C@H]2C=C[C@@H](CC(=O)NCc3ccc(Cl)c(Cl)c3)O[C@H]2CO)cc1,2[25 µM]
Cc1noc(C)c1C(=O)Nc1ccc(-n2ccc(C(F)(F)F)n2)cc1,-3
Cc1ccc(S(=O)(=O)N2CCN(C(=O)c3ccccc3)CC2)c(C)c1NS(C)(=O)=O,3
NC(=S)NN=C1CCCCCCCCC1,7
CN1C(=O)c2cc(NC(=O)C3CCOCC3)ccc2OC[C@@H]2O[C@H](CC(=O)NCC3CCCCC3)CC[C@H]21,-6[25 µM]

# Given bar-delimited: 2 of the compounds above.
molecule | CD40 NFkB inh
Cc1noc(C)c1NC(=O)N(C)C[C@H]1OCc2ccccc2-c2c(n(C)c3ccccc23)C(=O)N([C@@H](C)CO)C[C@@H]1C | 21[25 µM]
Cc1ccsc1C(=O)OCC(=O)Nc1nnc(-c2ccccc2)o1 | -11

# The list goes on.
SMILES,CD40 NFkB inh
CC(=O)Nc1ccc(CN2CCN(C3CCCCC3)C(CCO)C2)cc1 (stereo unspecified),-4
COc1ccc(NC(=O)N2C[C@@H]3[C@H](c4ccccc42)[C@@H](CO)N3C(=O)C2CCCCC2)cc1,-10
CC(C)NC(=O)N(C)C[C@H]1OCc2ccccc2-c2ccccc2C(=O)N([C@@H](C)CO)C[C@H]1C,-12
CC(C)(C)c1cc(C(=O)Nc2cccnc2)cc(C(=O)Nc2cccnc2)c1,11
CC(C)NC(=O)N1CCCCN2[C@H](CO)[C@H](c3ccc(Br)cc3)[C@H]2C1,2[25 µM]
CC(C)NC(=O)N1C[C@@H]2C(c3ccccc3)[C@H](C1)N2Cc1ccc(F)cc1 (stereo partly specified),-5&-5
CC(=O)N1C[C@H]2[C@@H](c3ccccc31)[C@@H](CO)N2Cc1ccc(Cl)cc1,10[25 µM]
O=C(Nn1cnnc1)c1cc(-c2ccccn2)nc2ccccc12,15
CSc1ccc(Cl)c(C(=O)OCC(=O)NCC(C)C)c1,-12
C[C@@H]1CCCCO[C@@H](CN(C)C(=O)Nc2cccc3ccccc23)[C@@H](C)CN([C@H](C)CO)C(=O)c2cc(NC(=O)CCC(F)(F)F)ccc2O1,-1[25 µM]
COc1ccc2c3c([nH]c2c1)[C@@H](CO)N(C(=O)c1cccc(F)c1)CC31CCN(C(=O)c2ccccc2)CC1,13
O=C(COC(=O)c1ccc([N+](=O)[O-])o1)NC1CCCC1,9
COc1ccc(NC2CCCN(C(=O)CCc3scnc3C)C2)cc1 (stereo unspecified),6
CCN1CCN(S(=O)(=O)c2c(C)[nH]c(C)c2C(=O)N2CCCCC2)CC1,-5
O=C(/C=C/c1ccc2ccccc2n1)N1CCN(c2ccccc2)CC1,-6

# Screens as filed in PubChem BioAssay.
